RGS8-Gao reg = regulators of human RGS8-Galphao interaction. response (percent of control binding), % at 10 µM. 220,000 tested, 0.34% active. AID 1423. multiplexed bead flow cytometry, RGS8-Galphao binding; actives lie on both sides. P09471; in the data active = response below about 60% or above about 140%; inactive = in between;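 also: Galphao activated as the GDP aluminium fluoride complex binding bead-coupled RGS8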
Mcl1-Bid inh = Mcl-1/Bid interaction inhibition | Q07820 | TR-FRET Mcl-1/Bid-Dy647 peptide binding, 1536-well | inhibition, % at 21.7 µM | 220,000 tested, 0.97% active;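 active = compounds that cut the binding signal by more than half at the single screening dose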;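 also: His-tagged Mcl-1 with europium anti-His antibody binding Bid BH3 peptide; 0% = Mcl-1 plus peptide wells and 100% = peptide-only wells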
Mcl1-Noxa inh = disrupts binding of human Mcl-1 to Noxa peptide; TR-FRET Mcl-1/Noxa peptide binding, 2 h; 220,000 tested, 1.5% active; AID 1022; inhibition, % at 21.7 µM;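 active = compounds that cut the protein-peptide binding signal by more than 50% relative to plate controls in a single-dose test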;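 also: His-tagged Mcl-1 with rhodamine Noxa BH3 peptide and terbium anti-His antibody; 0% = Mcl-1 plus Noxa peptide wells and 100% = peptide-only wells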
RGS7-Gao = human RGS7-Galphao interaction regulation. P09471. Multiplexed bead flow cytometry, RGS7-Galphao binding; actives lie on both sides. binding response (% of control), % at 10 µM. 220,000 tested, 0.35% active. AID 1439; in the data active = binding response below about 49% or above about 150%; inconclusive = no clear call, values can overlap the other calls; inactive = in between;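 also: fluorescent Galphao held in activated GDP-AlF4 state binding bead-coupled RGS7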
ABCG2 inh = inhibitors of human ABCG2 transporter, ABCB1 counter-screen. inhibition, % at 6.6 µM. IgMXP3 cells, JC-1 efflux, flow cytometry. AID 1325. Q9UNQ0. 190,000 tested, 0.1% active;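 active = inhibition above 80%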;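 also: 0% = DMSO and 100% = nicardipine control wells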
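Test system: ABCG2 IgMXP3 and barcoded ABCB1 CCRF-Adr cell mix; Schedule: cells with compound and JC-1, 10 min at 25 °C, rotating, no wash; Technique: flow cytometry of retained JC-1 fluorescence; Measure: % inhibition of efflux relative to nicardipine and DMSO; Controls: nicardipine high and DMSO low controls.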
Pf gamet viab = kills late stage P. falciparum gametocytes. P. falciparum stage V gametocytes, ATP luminescence, 24 h. inhibition, % at 10.9 µM. 150,000 tested, 0.065% active. AID 743093;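 active = inhibition above the mean plus 3 SD of compounds within the control limits, set per campaign, cut at about 38% in these data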;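 also: 0% = DMSO wells and 100% = medium only without gametocytes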
Bim-Mcl-1 = disrupts Bim peptide binding to human Mcl-1 | inhibition, % at 10 µM | Bead-based flow cytometry, Bim peptide-Mcl-1 binding | 190,000 tested, 0.1% active; in the data active = inhibition above about 40%;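 also: 0% = no compound tracer wells and 100% = peptide blocker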
Avidin fluor = avidin bead compound fluorescence profile | Avidin beads, compound fluorescence 488/530 nm, flow cytometry; hits give high values | 220,000 tested, 0.38% active | fluorescence (KMESF) at 10 µM; in the data active = fluorescence above about 47; also: inactives centre near 10
RGS4-Gao reg = modulates binding of RGS4 to human Galphao; 220,000 tested, 0.33% active; Multiplexed bead flow cytometry; actives lie on both sides; binding response (% of control), % at 10 µM; AID 1415; P09471; in the data active = binding response below about 49% or above about 150%; inactive = in between;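 also: fluorescent Galphao activated with aluminum fluoride binding bead-coupled RGS4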
GSH bead fluor = GSH bead compound fluorescence profile. GSH beads flow cytometry, compound fluorescence 488/530 nm; hits give high values. fluorescence (KMESF) at 10 µM. 190,000 tested, 0.25% active. AID 1776; in the data active = fluorescence above about 89;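 also: glutathione beads carrying GST-tagged Bcl family fusion proteins plus one bare bead set; values are compound well signal with DMSO vehicle wells as background; inactives centre near 16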
ABCB1 block = blocks JC-1 efflux by human ABCB1 transporter; P08183; CCRF-Adr cells, flow cytometry; inhibition, % at 6.6 µM; 190,000 tested, 0.067% active; in the data active = inhibition above about 40%;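 also: 0% = vehicle and 100% = reference inhibitor; higher value means more JC-1 retained so stronger ABCB1 efflux block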
Target sequence (P08183 whole entry, looked up): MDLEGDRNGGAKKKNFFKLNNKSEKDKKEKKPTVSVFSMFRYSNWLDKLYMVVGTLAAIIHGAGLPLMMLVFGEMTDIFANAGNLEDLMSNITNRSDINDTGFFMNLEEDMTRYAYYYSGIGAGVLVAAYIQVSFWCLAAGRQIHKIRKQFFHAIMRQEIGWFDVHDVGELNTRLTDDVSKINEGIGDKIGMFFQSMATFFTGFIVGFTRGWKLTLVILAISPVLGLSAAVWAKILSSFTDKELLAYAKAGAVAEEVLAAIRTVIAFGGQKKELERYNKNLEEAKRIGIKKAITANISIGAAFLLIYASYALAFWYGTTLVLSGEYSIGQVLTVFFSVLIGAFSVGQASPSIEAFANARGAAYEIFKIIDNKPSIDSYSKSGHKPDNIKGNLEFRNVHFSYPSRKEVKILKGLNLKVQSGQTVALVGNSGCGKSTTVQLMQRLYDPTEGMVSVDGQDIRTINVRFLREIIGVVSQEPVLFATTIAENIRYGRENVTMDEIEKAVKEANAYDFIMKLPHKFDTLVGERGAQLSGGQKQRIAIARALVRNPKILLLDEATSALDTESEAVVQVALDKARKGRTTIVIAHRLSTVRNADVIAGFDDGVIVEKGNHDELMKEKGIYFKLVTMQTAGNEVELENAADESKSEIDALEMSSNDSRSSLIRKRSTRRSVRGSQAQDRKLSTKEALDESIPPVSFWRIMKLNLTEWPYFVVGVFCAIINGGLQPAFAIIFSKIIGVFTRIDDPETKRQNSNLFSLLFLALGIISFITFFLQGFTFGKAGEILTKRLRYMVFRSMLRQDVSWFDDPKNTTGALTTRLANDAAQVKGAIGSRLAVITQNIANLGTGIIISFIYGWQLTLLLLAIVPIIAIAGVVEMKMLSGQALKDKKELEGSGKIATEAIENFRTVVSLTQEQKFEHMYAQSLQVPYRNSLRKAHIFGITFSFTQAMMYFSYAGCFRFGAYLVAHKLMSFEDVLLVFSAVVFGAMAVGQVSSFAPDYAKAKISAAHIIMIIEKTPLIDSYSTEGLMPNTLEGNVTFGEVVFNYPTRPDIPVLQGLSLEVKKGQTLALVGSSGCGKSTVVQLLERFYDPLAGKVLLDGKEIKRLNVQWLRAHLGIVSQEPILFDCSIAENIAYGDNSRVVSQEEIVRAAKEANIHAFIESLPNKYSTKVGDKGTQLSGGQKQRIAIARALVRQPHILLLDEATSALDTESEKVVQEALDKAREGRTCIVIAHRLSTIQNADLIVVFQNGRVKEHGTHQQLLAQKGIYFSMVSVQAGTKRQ
* hit, by the source's call; u = inconclusive; x = not tested or not shown; [ ] = remark or other dose.

SMILES | RGS8-Gao reg | Mcl1-Bid inh | Mcl1-Noxa inh | RGS7-Gao | ABCG2 inh | Pf gamet viab | Bim-Mcl-1 | Avidin fluor | RGS4-Gao reg | GSH bead fluor | ABCB1 block
Cc1cc(Cl)ccc1OCCCC(=O)NCc1ccncc1 | 101 | -1 | 19 | 103 | 7 | -17 | -4 | 4 | 100 | 12 | 0.2
COc1ccc(C(=O)COc2ccc(C)cc2NC(C)=O)cc1 | 102 | -5 | 5 | u | x | 20 | x | 6 | 102 | x | x
O=C(Nc1ccccc1Cc1ccccc1)c1ccccc1NS(=O)(=O)c1ccc(Cl)s1 | 102 | -16 | 12 | 105 | 3 | 9 | -2 | 10 | 103 | 24 | 0.7
Cc1sc2nc(CC(N)=O)[nH]c(=O)c2c1-c1ccccc1 | 106 | 1 | 9 | 104 | 24 | x | -4 | 4 | 103 | 10 | 0.5
CC(=O)N/C(=C/c1ccccc1)C(=O)NC(Cc1ccccc1)C(=O)O (stereo unspecified) | 101 | 3 | -2 | 98 | 4 | -6 | -2 | 17 | 100 | 16 | 0.5
CC1CCN(C(c2ccc(N(C)C)cc2)c2nnnn2Cc2ccc(F)cc2)CC1 (stereo unspecified) | 106 | -49 | 18 | 99 | 3 | -21 | -1 | 7 | 103 | 251* | 1.3
Cc1ccc(NCN2C(=O)C3C4C=CC(C4)C3C2=O)cc1 (stereo unspecified) | 101 | -25 | 32 | 108 | 2 | -22 | -2 | 34 | 111 | 22 | 0.6
O=C(NC(=S)Nc1cccc(NC(=O)c2ccc(Cl)cc2Cl)c1)c1cccs1 | 100 | 6 | 12 | 100 | 1 | -16 | -4 | 13 | 102 | 20 | -0.2
CC(C)(C)c1cc(NC(=O)CSc2nnc(N)s2)n(-c2ccccc2)n1 | 102 | -29 | -14 | 110 | -2 | -22 | -4 | 3 | 108 | 16 | -0.7
CCOC(=O)c1coc(CNC(=O)c2c(C)oc3c2CCCC3)c1 | 101 | -123 | 26 | 104 | 2 | x | -1 | 24 | 108 | 11 | 0.5
Cn1ncc2c(NCc3cccc(C(F)(F)F)c3)c(C(=O)O)cnc21 | 104 | -7 | 9 | 103 | 1 | -26 | -2 | 22 | 101 | 9 | -0.3
Cc1ccc(/C=C2/NC(=O)N(Cc3ccccc3F)C2=O)s1 | 99 | -14 | 4 | 100 | 2 | 10 | -2 | 8 | 101 | 24 | 0.1
c1ccc(-c2cn3c(n2)-c2ccccc2C3)cc1 | 96 | -22 | 4 | 92 | 27 | 25 | -22 | 10 | 95 | 11 | 1.3
Cc1nc2ccc(S(=O)(=O)NC(C(=O)NC3CCCC3)C(C)C)cc2s1 (stereo unspecified) | 102 | -3 | 1 | 101 | -2 | x | -1 | 7 | 100 | 15 | 0.2
CCOC(=O)c1c(C)[nH]c(C(=O)COC(=O)COc2ccccc2C=O)c1C | 103 | -2 | -2 | 98 | 15 | -1 | -2 | 11 | 100 | 10 | 0.7
CC(C)C(O)(C#CCN1CCCCC1)c1ccccc1 (stereo unspecified) | 103 | 18 | 31 | 98 | 2 | x | -2 | 34 | 99 | 12 | 0.2
O=C(CNC(=O)c1ccccc1Br)N/N=C/c1ccccc1O | 99 | -10 | 2 | 102 | 3 | x | -1 | 13 | 99 | 27 | 0.5
COc1ccccc1C1=NOC(Cn2c(NCCOCCO)nc3c2c(=O)n(C)c(=O)n3C)C1 (stereo unspecified) | 101 | -87 | 15 | u | x | -3 | x | 5 | 103 | x | x
COc1nc2ccccc2c(=O)n1OCC(C)C | 96 | 11 | -8 | 99 | 5 | -1 | 0 | 4 | 97 | 46 | 0.8
CC(C)Cc1nc(SCC(=O)Nc2ccc(S(N)(=O)=O)cc2)n[nH]1 | 74 | 6 | 18 | 95 | 11 | 4 | 3 | 0 | 90 | 33 | 0.4
COc1ccccc1C(CC(=O)Nc1ccccc1C)c1ccc(OC(C)C)cc1 (stereo unspecified) | 102 | -3 | 28 | 105 | 29 | 14 | -1 | 7 | 101 | 17 | 2.8
CCO[C@H]1OC(C(=O)NCc2nc3ccccc3[nH]2)=C[C@@H](c2csc3ccccc23)[C@@H]1CCCO | 102 | 6 | -7 | 99 | 9 | 19 | -2 | 6 | 104 | 18 | 0.8
CC(C)N(C(=S)NCc1ccccc1)c1ccccc1 | 99 | -15 | 1 | u | 7 | 15 | 0 | 11 | 102 | 12 | 0.9
Oc1[nH]c2ccccc2c1N=Nc1ccccc1F | 103 | 5 | 28 | 98 | 12 | 0 | 0 | 16 | 103 | 22 | 0.3

3 entries already listed, arranged by molecular weight, highest first.
SMILES | RGS8-Gao reg | Mcl1-Bid inh | Mcl1-Noxa inh | RGS7-Gao | ABCG2 inh | Pf gamet viab | Bim-Mcl-1 | Avidin fluor | RGS4-Gao reg | GSH bead fluor | ABCB1 block
COc1ccccc1C(CC(=O)Nc1ccccc1C)c1ccc(OC(C)C)cc1 (stereo unspecified) | 102 | -3 | 28 | 105 | 29 | 14 | -1 | 7 | 101 | 17 | 2.8
CC(C)C(O)(C#CCN1CCCCC1)c1ccccc1 (stereo unspecified) | 103 | 18 | 31 | 98 | 2 | x | -2 | 34 | 99 | 12 | 0.2
COc1nc2ccccc2c(=O)n1OCC(C)C | 96 | 11 | -8 | 99 | 5 | -1 | 0 | 4 | 97 | 46 | 0.8

The list goes on:
SMILES | RGS8-Gao reg | Mcl1-Bid inh | Mcl1-Noxa inh | RGS7-Gao | ABCG2 inh | Pf gamet viab | Bim-Mcl-1 | Avidin fluor | RGS4-Gao reg | GSH bead fluor | ABCB1 block
Cc1cccc(NC(=O)c2ccc(NS(=O)(=O)c3c(C)noc3C)cc2)c1 | 102 | -23 | 6 | 99 | 13 | -1 | -4 | 12 | 99 | 23 | 0.2
CN(C)S(=O)(=O)c1cccc(C(=O)NCC2(N3CCOCC3)CCCCC2)c1 | 103 | -18 | 13 | u | x | 6 | x | 9 | 104 | x | x
CCOC(=O)c1cc(NC(=O)CCC(=O)O)ccc1N1CCCCC1 | 97 | -12 | -6 | u | x | -12 | x | 8 | 88 | x | x
Cc1cc(N2CCN(c3nnnn3-c3ccccc3)CC2)n2ncnc2n1 | 140*[activator] | -9 | 2 | 120 | 3 | 2 | 1 | 3 | 131 | 31 | 0.3
CCc1ccc(OCCNC(=O)c2ccccc2SCc2ccc(F)cc2)cc1 | 91 | -8 | -11 | 95 | 4 | -6 | -1 | 5 | 100 | 23 | 0.6
COCc1c(C#N)c(NCCc2ccc(F)cc2)nc(C)c1[N+](=O)[O-] | 115 | -5 | 17 | 103 | 24 | -17 | 0 | 8 | 103 | 11 | 1.3
COCCCNc1ncnc2ccc(C)cc12 | 103 | 6 | 16 | 104 | 1 | x | -12 | 11 | 107 | 34 | 0.1
COCCCn1c(=O)/c(=C\c2cccc(OC)c2OC)s/c1=C(/C#N)C(=O)Nc1ccc(C(=O)O)cc1 | 95 | -25 | 15 | u | x | 21 | x | 8 | 90 | x | x
O=C(N/N=C/c1ccccn1)c1[nH]c2ccc([N+](=O)[O-])cc2c1-c1ccccc1 | 99 | -49 | 4 | u | -1 | 7 | 1 | 11 | 99 | 9 | 0.1
COc1cc(/C=C/C(=O)OCC(=O)Nc2ccccc2Sc2ccc(Cl)cc2)ccc1O | 98 | 0 | 20 | 93 | 1 | 14 | -4 | 5 | 94 | 10 | 0.5
CN1CCN(C(=O)C(N)Cc2ccccc2)CC1 (stereo unspecified) | 102 | -19 | 0 | 98 | 5 | -5 | 2 | 21 | 101 | 11 | 1.6
Cc1noc(C)c1CS(=O)(=O)c1ccc(Br)cc1 | 101 | -29 | -20 | 106 | 1 | -7 | -1 | 14 | 109 | 8 | 0.1
O=C(CN1C(=O)NC2(CCc3ccccc3C2)C1=O)NCc1ccco1 (stereo unspecified) | 107 | -6 | 8 | 107 | 2 | x | 0 | 29 | 107 | 11 | 0.6
COc1cc(Br)cc(CN2CCN(C/C=C/c3ccccc3)CC2)c1O | 102 | -52 | 16 | 103 | 1 | x | 0 | 8 | 104 | 54 | 0.6
Cc1nn2c(-c3ccc(Cl)cc3)ccnc2c1-c1ccccc1 | 97 | -5 | 8 | 96 | 2 | x | 0 | 12 | 96 | 44 | 0.5
COc1ccc(S(=O)(=O)N2CCC(N3CCN(c4ccccc4OC)CC3)CC2)cc1 | 94 | 46 | 17 | u | x | 6 | x | 9 | 93 | x | x
O=C(Nc1ccc(OC(F)F)c(Cl)c1)C(c1ccccc1)c1ccccc1 | 103 | -5 | 9 | 99 | 22 | x | -2 | 15 | 97 | 16 | 1.3
CSc1ccccc1NC(=O)c1ccncc1 | 99 | -12 | 11 | 104 | 0 | 12 | 3 | 32 | 99 | 13 | 0.1
O=C(NC(c1ccccc1)C(Cl)Cl)c1ccccc1 (stereo unspecified) | 105 | 1 | -12 | 100 | -1 | -7 | -7 | 8 | 104 | 11 | 0.1
CCNC(=S)Nc1ccc(N(c2ccccc2)C(C)C)cc1 | 100 | -45 | 8 | 99 | 0 | x | -3 | 9 | 100 | 6 | 0.0
CC(C)NCCCCOc1ccc(Br)cc1Cl | 101 | -16 | 3 | 96 | 2 | 12 | 2 | 10 | 100 | 24 | 0.4
O=C(NC(Cc1ccccc1)C(=O)O)/C(=C\c1ccccc1F)NC(=O)c1ccccc1 (stereo unspecified) | 99 | -11 | 7 | 99 | 0 | 30 | 0 | 9 | 98 | 24 | 0.0
O=C(Nc1ccccc1F)C1CC1c1ccccc1 (stereo unspecified) | 102 | -17 | 5 | 101 | 4 | 23 | -1 | 13 | 101 | 22 | 0.2
CCC(C)[C@H](NC(=O)N1CCC(C)CC1)C(=O)OC (stereo partly specified) | 101 | -1 | 4 | u | x | -9 | x | 6 | 97 | x | x
C/C(=N\NC(=O)c1cc(C(C)C)[nH]n1)c1ccco1 | 126 | -6 | 12 | 106 | 15 | 7 | -2 | 3 | 102 | 7 | 0.9
C/C(CC(=O)Nc1cc(Cl)ccc1C)=N\NC(N)=O | 102 | -2 | 2 | u | x | 10 | x | 6 | 99 | x | x
Cc1ccc(C(=O)NC(=S)Nc2cccc(NC(=O)c3ccccc3Cl)c2)cc1[N+](=O)[O-] | 90 | -25 | 12 | 97 | 4 | x | -4 | 8 | 101 | 9 | 1.2
O=C(c1cccc(C(F)(F)F)c1)C1CCCN(Cc2cccc(OCCO)c2)C1 (stereo unspecified) | 105 | -23 | 18 | 101 | 3 | 0 | 3 | 6 | 104 | 18 | 1.3
O=C(COC(=O)c1cccc(Br)c1)NCCc1ccc(F)cc1 | 92 | -52 | -6 | 99 | 3 | -19 | -4 | 1 | 98 | 7 | 0.5
Cn1cc(Br)c(C(=O)NC(=S)Nc2ccc(S(N)(=O)=O)cc2)n1 | 106 | -41 | 10 | 102 | 3 | x | 1 | 11 | 104 | 24 | 0.1
COc1cc(NS(=O)(=O)c2cccc3nsnc23)cc(OC)c1 | 95 | 2 | -21 | 96 | 0 | x | -1 | 8 | 95 | 32 | 0.2
COc1ccc(N2C(=O)CC(NC34CC5CC(CC(C5)C3)C4)C2=O)c(OC)c1 (stereo unspecified) | 102 | 57* | 33 | 103 | 13 | x | 1 | 28 | 99 | 34 | 1.0
CCSc1nc2ccccc2n1S(=O)(=O)c1ccccc1 | 102 | -4 | 15 | 104 | 4 | x | 0 | 10 | 102 | 22 | 0.9
